phage Ecoli inh = growth loss of phage-infected E. coli, primary screen, RecBCD inhibitor project, absorbance, with phage, HTS; inhibition, % at 11.9 µM; 360,000 compounds, 0.26% hits; in the data active = inhibition above about 11%
SUMO Mot1 rescue = yeast Mot1-301 growth rescue at high temperature, primary screen, SUMOylation pathway inhibitor project, S. cerevisiae, ATP luminescence, 38.5C. 320,000 compounds, 1% hits. S. cerevisiae Mot1-301 growth rescue; percent above DMSO median, 100 means doubled. growth rescue, % at 18.8 µM;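 active = every valid replicate shows activation above 250% relative to neutral control wells; inactive = the rest, any valid replicate at or below 250%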;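 note: OY570 slx delta 5 strain wells were the positive control but not used for scaling; some compounds called inactive have numbers as strong as hits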
MOR-DOR inv ag = inverse agonists of MOR-DOR heterodimerization, primary screen, cell-based, luminescence; Mu-type opioid receptor (Homo sapiens) + Delta-type opioid receptor (Homo sapiens), …; 340,000 compounds, 0.21% hits; AID 504357, 2011; inhibition, % at 9.3 µM; cell-based MOR-DOR heterodimer luminescence, inverse agonism; in the data active = inhibition above about 22%, passing the limit was not always enough;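 note: 0% = cells with DMSO and 100% = wells without cells with DMSO; values of inactives mirror those of a sister screen read the other way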
PKA-R1A activ = activators of PKA-R1A holoenzyme, primary screen, biochemical, fluorescence polarization, Cy5-IP20, bovine R1A, mouse PKAc; cAMP-dependent protein kinase type I-alpha regulatory subunit (Bos taurus) + …; PKA-R1A dissociation; scaled: DMSO 0%, 113 µM cGMP 100%; 340,000 compounds, 0.083% hits; activation, % at 11.4 µM;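 active = percent activation above the mean of all tested compounds plus 3 SD, cut at about 19% in these data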;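 note: higher means more PKAc released from R1A so a rise in polarization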
OPRM1-OPRD1 ag = agonists of OPRM1-OPRD1 heterodimerization, primary screen, cell-based, luminescence; 340,000 compounds, 0.3% hits; activation, % at 9.3 µM; cells; in the data active = activation above about 18%;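 note: 0% = vehicle-treated cells and 100% = reference agonist; values of inactives mirror those of a sister screen read the other way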
Ecoli viability = E. coli V3065 growth inhibition, primary screen, counter-screen for AddAB inhibitor project, absorbance, OD600; AID 449728, 2010; 18 h; 330,000 compounds, 0.27% hits; inhibition, % at 11.9 µM;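 active = inhibition above the campaign's mean inhibition across all tested compounds plus 3 SD, cut at about 9.9% in these data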;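 note: uninfected addAB+ strain grown without phage in ampicillin broth; 0% = DMSO wells and 100% = ciprofloxacin 0.95 µg/ml wells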
HTR5A inv ag = HTR5A inverse agonists in luminescence cell assay, primary screen, counter-screen for OPRM1-OPRD1 heterodimer inverse agonist project, full-deck HTS | inhibition, % at 9.3 µM | 5-hydroxytryptamine receptor 5A (Homo sapiens), P47898 | 340,000 compounds, 0.083% hits | HTR5A cell line, inverse agonism; in the data active = inhibition mostly above about 23%, no sharp cut-off; inactive = mostly below about 18%;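 note: 0% = cells with DMSO and 100% = no-cell wells with DMSO; some compounds called inactive have numbers as strong as hits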
Target sequence (P47898 whole entry, looked up): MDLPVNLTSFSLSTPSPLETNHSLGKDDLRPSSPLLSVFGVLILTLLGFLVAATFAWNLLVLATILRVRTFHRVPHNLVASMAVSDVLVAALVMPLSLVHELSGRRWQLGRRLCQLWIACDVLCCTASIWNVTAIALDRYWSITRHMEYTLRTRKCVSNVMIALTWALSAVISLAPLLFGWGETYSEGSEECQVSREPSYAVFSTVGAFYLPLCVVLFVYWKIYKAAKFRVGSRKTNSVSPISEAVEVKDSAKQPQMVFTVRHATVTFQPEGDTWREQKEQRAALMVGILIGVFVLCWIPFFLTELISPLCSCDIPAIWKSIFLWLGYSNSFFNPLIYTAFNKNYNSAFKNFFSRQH
Tat export inh = E. coli Tat export inhibitors, primary screen, MC4100, TorA-mCherry reporter, fluorescence, single point; inhibition, % at 10 µM; 340,000 compounds, 0.036% hits;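 active = mean replicate inhibition at least 50% and at least half of replicates individually reaching 50%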;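 note: exported cargo escapes ClpAP degradation while cytoplasmic cargo is degraded and loses fluorescence; 0% = median of neutral control wells and 100% = median of NaSCN control wells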
AddAB inh = growth inhibition of E. coli expressing H. pylori AddAB, primary screen, AddAB inhibitor project, absorbance. inhibition, % at 11.9 µM. 330,000 compounds, 0.29% hits; in the data active = inhibition above about 12%;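 note: 0% = vehicle wells of infected cells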
PKA-R2B act = activators of PKA-R2B holoenzyme, primary screen, biochemical, fluorescence polarization, Cy5-IP20, human | AID 504700, 2011 | cAMP-dependent protein kinase catalytic subunit beta (Homo sapiens) + cAMP-dependent … | 340,000 compounds, 0.079% hits | PKA-R2B holoenzyme dissociation; R2B truncated from residue 108, S112A mutant; 0% DMSO only, 100% 113 µM cGMP | activation, % at 11.4 µM;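 active = activation above a cutoff set at the mean over all compounds plus 3 SD, cut at about 18% in these data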;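 note: higher means more holoenzyme dissociation and a rise in polarization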
Target sequence (P31323 whole entry, looked up, other chains not shown, the tested form may be a part): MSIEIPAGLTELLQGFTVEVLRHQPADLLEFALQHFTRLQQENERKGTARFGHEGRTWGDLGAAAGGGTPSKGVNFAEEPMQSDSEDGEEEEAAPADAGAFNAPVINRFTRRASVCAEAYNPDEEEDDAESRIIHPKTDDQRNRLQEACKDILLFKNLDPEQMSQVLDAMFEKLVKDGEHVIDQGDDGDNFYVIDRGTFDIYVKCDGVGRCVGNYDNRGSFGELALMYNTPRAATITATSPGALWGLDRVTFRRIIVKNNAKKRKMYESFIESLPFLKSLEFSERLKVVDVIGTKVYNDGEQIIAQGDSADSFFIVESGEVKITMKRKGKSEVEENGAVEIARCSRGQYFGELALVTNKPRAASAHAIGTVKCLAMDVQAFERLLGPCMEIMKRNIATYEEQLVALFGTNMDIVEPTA
PfHsp90 yeast 2 = growth inhibition of PfHsp90-expressing yeast, primary screen, antimalarial PfHsp90 inhibitor project, S. cerevisiae, BacTiter-Glo luminescence, single point, set 2. inhibition, % at 9.4 µM. BacTiter-Glo ATP, 48 h; yeast lacking PDR1 and PDR3 efflux regulators. AID 504621, 2011. 310,000 compounds, 0.32% hits;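 active = every replicate shows inhibition above about 80%, whatever the replicate mean, limit read from the data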;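 note: 0% = DMSO neutral controls and 100% = 20 µM radicicol positive controls; yeast relying on Plasmodium falciparum Hsp90 in place of its own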
* hit, by the source's call; . = no result given. No enrichment for hits (roughly 2.2% active in at least one column).

SMILES	phage Ecoli inh	SUMO Mot1 rescue	MOR-DOR inv ag	PKA-R1A activ	OPRM1-OPRD1 ag	Ecoli viability	HTR5A inv ag	Tat export inh	AddAB inh	PKA-R2B act	PfHsp90 yeast 2
COc1ccc(CNC(=O)CN2CCC(n3nnc4cc(F)ccc43)CC2)cc1	1.4	1.9	7.7	-7.4	-1.5	2.9	12.3	-0.4	4.8	15.2	22.0
Cn1c(SCc2ccccc2)nnc1-c1ccncc1	2.3	-4.7	4.4	-12.2	-0.8	-2.5	9.8	0.1	1.3	1.4	-12.9
CCn1c(SCC(=O)c2ccccc2)nnc1-c1cccs1	2.4	70.1	16.6	-5.7	-3.2	-0.2	-25.4	-1.6	5.3	-0.3	.
COc1ccc(-c2nc(S(=O)(=O)c3ccc(C)cc3)c(N3CCCC3)o2)cc1	-0.6	-4.8	15.6	7.0	-3.5	-2.1	-17.0	6.3	2.6	-1.0	-15.2
OC(CN1CCCCC1)c1ccc(Br)cc1 (centres undefined)	-0.7	.	1.5	-5.2	-0.3	.	-13.5	15.1	.	-7.9	5.8
COc1cc(C2NC(=S)NC(C)=C2C(=O)Nc2cc(C)cc(C)c2)ccc1O (centres undefined)	1.9	-28.0	12.0	-13.7	-2.3	0.8	0.2	2.9	-0.4	2.7	15.4
CCOc1ccccc1NC(=O)Cc1coc2cc(C)ccc12	2.9	30.6	-22.6	5.8	3.9	-1.3	-0.2	4.4	3.2	-0.1	-24.1
CCOc1ncccc1C(=O)Nc1nc(SC)ns1	3.6	-13.7	-8.3	0.0	1.6	2.1	-0.1	9.3	0.7	-5.3	5.9
COc1ccc(CCNC(=O)CN(c2cc(C)cc(C)c2)S(=O)(=O)c2c(C)noc2C)cc1OC	4.3	6.7	12.3	-9.7	-2.4	1.0	-1.6	-1.5	0.3	0.1	0.9
CCOC(=O)c1ccccc1NC(=O)CSc1nnc(C)c(=O)[nH]1	1.6	-4.7	8.4	-0.9	-1.6	-0.5	-5.6	-7.1	1.8	-1.3	3.3
Cc1ccc(N=c2oc3cc(O)ccc3cc2C(N)=O)cc1	3.6	.	7.6	-14.3	-1.5	1.7	-19.0	4.1	4.2	-0.9	-13.0
O=C(Nc1ccc(S(=O)(=O)Nc2ccc(Cl)cc2)cc1)C1CCCO1 (centres undefined)	3.8	-0.2	-9.4	7.9	1.8	2.9	5.6	-1.9	0.1	-0.3	6.4
Cc1ccc(N2CC(C(=O)Oc3cccc(N4C(=O)CCC4=O)c3)CC2=O)cc1 (centres undefined)	2.3	0.3	11.8	-8.3	-2.2	0.1	-16.4	-5.9	0.9	-3.1	-10.7
CC(=O)N/C(=C\c1ccccc1)C(=O)OC(C)C(=O)NCc1ccccc1 (centres undefined)	2.7	67.8	17.8	-21.9	-3.2	0.7	18.9	4.7	1.2	-0.2	30.1
CCOc1c(Br)cc(C(N)=O)cc1OC	2.2	-11.0	12.8	-10.5	-2.2	-1.9	2.0	-4.7	1.8	2.2	-11.0
COc1ccc(C(=O)C2CCCN(C(=O)CSC)C2)cc1OC (centres undefined)	2.1	0.1	20.7	1.6	-4.0	-2.6	-7.3	-2.1	0.5	-7.6	14.9
CCNS(=O)(=O)c1ccc(NC(=S)N2CCc3ccccc32)cc1	1.8	7.3	7.1	0.6	-1.4	.	19.4	-0.3	.	9.5	3.8
OCCNC(=S)Nc1ccc2nsnc2c1	0.7	-19.7	1.7	-10.5	-0.3	0.8	7.3	-0.4	0.2	8.9	17.5
CCOc1ccc(C(=O)NN2C(=O)C3C4C=CC(O4)C3C2=O)cc1 (centres undefined)	2.1	.	-3.7	-2.8	0.7	0.5	-8.3	0.9	-0.7	-3.1	-9.1
Cc1ccccc1NC(=O)CSc1ccc(-c2ccco2)nn1	1.7	3.0	15.0	4.0	-2.8	-1.0	-15.7	0.7	0.2	-10.0	-5.8
CCCNC(=O)CSc1nc2ccc(OCC)cc2s1	2.5	.	-12.6	-9.3	2.4	0.2	11.5	6.1	-1.4	3.4	11.8
CCOc1ccc(NC(=O)c2cnc3scc(C)n3c2=O)cc1	2.1	7.1	10.3	1.4	-1.8	0.1	-0.1	-4.6	0.2	-4.8	9.3
CCOc1ccc(C(=O)NC(=S)Nc2cccnc2)cc1	1.5	-2.7	13.5	-0.9	-2.5	-1.6	1.7	11.0	-0.2	-13.2	-6.8
Cc1ccc(Cc2c(C)nc3nc(SCC(=O)NCCCN4CCCC4)nn3c2C)cc1	1.0	6.6	4.2	-1.4	-0.6	-2.7	9.3	6.0	1.2	4.9	25.3
COC(=O)c1cc(S(=O)(=O)NCCc2sccc2C)c[nH]1	2.7	9.0	9.8	-13.7	-1.8	-0.8	-21.7	-4.8	-0.2	-0.9	12.6
Cc1oc(-c2ccccc2Cl)nc1CS(=O)(=O)CC(=O)NC(C)c1ccccc1 (centres undefined)	1.3	10.7	13.1	-9.5	-2.4	-2.0	-57.9	-9.3	-3.3	-5.4	-14.7
COc1cc2nc(N(CCCN(C)C)C(=O)c3ccc(S(=O)(=O)N4CCc5ccccc54)cc3)sc2cc1OC	1.8	-8.6	0.8	-0.1	-0.1	-3.0	3.0	2.1	2.8	-8.1	8.6
Cc1ccccc1NC(=O)C(C)N1C(=O)c2ccccc2C1=O (centres undefined)	1.9	8.3	7.5	5.1	-1.4	-0.3	-2.8	-4.8	0.4	6.2	-11.1
Cn1c(N)c(N2CCCCC2)c(=O)n(CC(=O)Nc2cccc(C#N)c2)c1=O	2.9	-16.7	6.6	8.3	-1.2	0.4	-3.1	-11.5	2.1	4.8	.
Cc1ccc(C)c2[nH]c(=O)c(CN(CCCN(C)C)C(=O)NCc3ccccc3)cc12	2.4	.	15.0	-2.9	-2.6	0.2	10.3	4.8	1.3	-5.7	3.0
COc1ccc(C(=O)CCC(=O)O)c(C)c1	1.9	37.8	1.8	2.4	-0.3	-1.2	16.6	-2.7	1.8	-9.0	-19.5
CCOC(=O)/C(=N\Nc1cccc(C(F)(F)F)c1)N(CCOC)CCOC	3.9	.	-0.6	4.2	0.1	-1.2	-11.4	-3.4	0.2	0.8	.
Cc1cccc(C(=O)Nc2sc3c(c2C(=O)O)CCCC3)c1	1.5	-9.6	9.6	-2.3	-1.9	3.1	-7.3	0.8	3.0	-3.9	4.6
CCC(CC)c1nnc(NC(=O)C2CC(=O)N(CCc3ccc(OC)c(OC)c3)C2)s1 (centres undefined)	1.9	53.2	2.5	-4.2	-0.4	0.9	19.6	1.6	0.5	0.6	.
O=S(=O)(Nc1ccc2c(c1)nc1n2CCN(Cc2ccccc2)C1)c1ccc(Cl)cc1	0.7	11.2	.	9.6	.	-0.6	.	2.9	-0.8	-7.4	.
CCc1ccc(C2=NNC(=Nc3cccc(S(=O)(=O)N(C)C)c3)SC2)cc1	3.0	23.0	-3.7	-3.3	0.7	-5.0	-35.4	-3.6	0.6	2.8	-2.7
Cc1[nH]c2ccc3c(ncn3CCC#N)c2c1C	2.1	165.6	-5.6	12.5	1.2	1.8	-20.5	-6.1	2.9	0.5	.
C=CCOc1c(Cl)cc(CNCCCN2CCOCC2)cc1OC	-0.7	-11.5	9.0	-1.1	-1.9	-2.3	-10.2	-0.1	1.5	7.2	6.2
CN(c1ccccc1)S(=O)(=O)c1ccc(NC(=O)c2ccco2)cc1	4.4	-3.2	13.3	-11.0	-2.3	0.5	-11.2	-3.3	2.8	-12.7	0.1
O=C(Nc1ccccc1C(=O)O)c1ncn[nH]1	-4.4	.	5.3	-7.9	-0.9	.	-6.4	-2.9	.	0.8	6.5
O=C(CNC(=O)c1ccccc1F)NC1CCN(Cc2ccccc2)CC1	-0.8	-2.8	12.0	-0.4	-1.9	1.6	-9.1	5.3	3.7	-1.3	12.3
COc1ccc(-c2noc(-c3ccccc3-c3ccccc3)n2)cc1	3.1	-8.5	-6.8	-7.8	1.3	-2.0	3.5	2.8	-0.8	-5.3	-21.3
CCOc1ccc(/C=N/OCC(=O)Nc2ccc3c(c2)OCO3)cc1	2.7	-7.7	10.8	8.4	-2.1	0.3	7.8	1.1	2.6	2.8	-8.5
CCOc1ccc(OCCSc2nc3ccccc3o2)cc1	3.4	-5.3	-5.3	0.3	0.9	1.1	-9.4	-3.0	3.0	3.8	15.9
O=C(CCCn1cncn1)N1CCCC(N2CCN(c3ccccc3F)CC2)C1 (centres undefined)	-0.3	24.4	0.8	-4.1	-0.1	-1.8	-6.8	4.8	3.7	-1.1	-7.9
COc1ccc(Oc2cc(C(F)(F)F)cnc2C(N)=O)cc1	2.5	7.4	2.6	2.7	-0.6	0.0	-11.0	-4.2	1.2	4.9	13.5
CC1(O)C(=O)c2ccccc2N(c2ccccc2)C1=O (centres undefined)	1.3	-7.5	-1.4	3.1	0.2	-1.9	-38.7	-4.9	2.4	3.0	1.9
Cc1sc2ncnc(N3CCC(C(=O)Nc4nc5ccc(Cl)cc5s4)CC3)c2c1C	-1.8	10.9	3.1	-0.6	-0.5	1.8	9.7	-6.4	4.4	11.8	.
COC(=O)C1=C(O)CSC1=Nc1cccc(C(F)(F)F)c1	2.7	2.2	12.9	2.5	-2.6	1.1	-0.8	1.8	1.4	-6.3	-3.1
CCOc1ccc(-c2cc(C(=O)NCCCn3ccnc3)c3ccccc3n2)cc1	3.2	20.5	20.0	-6.0	-4.0	-1.0	-10.3	-3.7	0.8	-8.2	-2.7

Reprinted at random: four compounds from above.
SMILES	phage Ecoli inh	SUMO Mot1 rescue	MOR-DOR inv ag	PKA-R1A activ	OPRM1-OPRD1 ag	Ecoli viability	HTR5A inv ag	Tat export inh	AddAB inh	PKA-R2B act	PfHsp90 yeast 2
CCOc1ccc(/C=N/OCC(=O)Nc2ccc3c(c2)OCO3)cc1	2.7	-7.7	10.8	8.4	-2.1	0.3	7.8	1.1	2.6	2.8	-8.5
COc1cc2nc(N(CCCN(C)C)C(=O)c3ccc(S(=O)(=O)N4CCc5ccccc54)cc3)sc2cc1OC	1.8	-8.6	0.8	-0.1	-0.1	-3.0	3.0	2.1	2.8	-8.1	8.6
Cc1ccc(N=c2oc3cc(O)ccc3cc2C(N)=O)cc1	3.6	.	7.6	-14.3	-1.5	1.7	-19.0	4.1	4.2	-0.9	-13.0
O=C(CCCn1cncn1)N1CCCC(N2CCN(c3ccccc3F)CC2)C1 (centres undefined)	-0.3	24.4	0.8	-4.1	-0.1	-1.8	-6.8	4.8	3.7	-1.1	-7.9

Screening data from PubChem.
